# From PubChem
# H37Rv inhibition: M. tuberculosis growth inhibition, HTS (AID 449762); M. tuberculosis H37Rv growth inhibition, 7H9 media; higher % means a stronger effect; one-dose inhibition, % at 25 µM; IC50 in µM for titrated hits; 330,000 compounds, 0.59% hits; in the data active = a potency from the dose series; inconclusive = inhibition above about 70% without an active follow-up result;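 note: bacterial growth assessed after seven days of incubation; strong numbers were not always called active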
# PhoP GFP inhibition: PhoP regulon inhibitors, Salmonella typhi PhoP promoter GFP reporter, confirmatory (AID 1850) | 310,000 compounds, 0.33% hits | one-dose inhibition, % at 50 µM; IC50 in µM for titrated hits | Salmonella Typhi PhoP-promoter GFP reporter, fluorescence, 4 h; higher % means a stronger effect; in the data active = a potency from the dose series; inconclusive = inhibition mostly from about 25% at the one dose, without a potency; inactive = the rest, 99 in 100 with inhibition below about 19%;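 note: 0% = induced wells with vehicle and 100% = uninduced wells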
# inhibitors of VEEV: inhibitors of VEEV TC-83 cytopathic effect, confirmation, Vero cells (AID 588727). 350,000 compounds, 0.13% hits. one-dose inhibition, % at 20 µM; IC50 in µM for titrated hits. Vero cells, VEEV TC-83 cytopathic effect inhibition; higher % means a stronger effect; in the data active = a potency from the dose series; inconclusive = inhibition mostly from about 14% at the one dose, without a potency; inactive = the rest, 99 in 100 with inhibition below about 12%; note: strong numbers were not always called active
# H1N1 NS1A inhibition: H1N1 influenza NS1A inhibitors, functional cell based assay (AID 504329); 340,000 compounds, 0.3% hits; NS1A functional cell-based assay, percent inhibition; higher % means a stronger effect; one-dose inhibition, % at 12.5 µM; IC50 in µM for titrated hits; in the data active = a potency from the dose series; inconclusive = inhibition above about 27% without an active follow-up result; note: strong numbers were not always called active
# M. tuberculosis: growth inhibition of non-replicating M. tuberculosis (AID 488890) | Mycobacterium tuberculosis non-replicating, growth inhibition; higher % means a stronger effect | one-dose inhibition, % at 25 µM; IC50 in µM for titrated hits | 320,000 compounds, 0.39% hits; in the data active = a potency from the dose series; inconclusive = inhibition mostly from about 82% at the one dose, without a potency; inactive = the rest, 99 in 100 with inhibition below about 76%;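 note: plate controls were DMSO cells for no effect and high antibiotic wells for full effect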
# inhibitors of VEEV 10K pilot screen: further read-out of inhibitors of VEEV, marked with its call; inhibition, %; measured here: 10K pilot screen inhibition
# Starred values were filed as active, the others as inactive; i = inactive; ? = inconclusive; nt = not tested or not shown; & = joins results of further samples.
SMILES,H37Rv inhibition,PhoP GFP inhibition,inhibitors of VEEV,H1N1 NS1A inhibition,M. tuberculosis,others
COc1cc(O)c2c(=O)c3c(O)ccc(O)c3oc2c1,1%,nt,6.4%,2%,-1%,
N#Cc1ccc(N)cc1OCCCN1CCCCC1,nt,nt,i,0%,nt,
C/C(=N\OCC(=O)Nc1ccc(Br)cc1)c1cccs1,9%,-12%,8.6%,-11%,29%,
COc1cc(CN2CCN(S(=O)(=O)c3ccccc3)CC2)cc(OC)c1OC,9%,-2%,0.6%,-5%,10%,
CCC(=O)N1CCc2cc(Br)cc(S(=O)(=O)NCc3ccco3)c21,0%,-7%,7.2%,12%,4%,
CC(Oc1cccc(Br)c1)C(=O)Nc1cccc(S(=O)(=O)N2CCOCC2)c1 (centres undefined),8%,nt,i,2%,11%,
O=C(Nc1c2c(nn1-c1ccc(Cl)cc1)CS(=O)(=O)C2)c1ccccc1,5%,-3%,2.7%,-12%,-10%,
CCn1c(SCc2nc3ccccc3c(=O)[nH]2)nc2ccccc21,6%,5%,11%,2%,30%,
COc1ccc(Nc2nnc(SCc3cc(=O)n4ccsc4n3)s2)cc1,2%,-8%,0.2%,5%,25%,
CC(C)Cn1c(N)c(C(=O)CSc2ncnc3sc4c(c23)CCCC4)c(=O)n(C)c1=O,-4%,-4%,1.2%,-9%,1%,
COc1ccc(-c2nnc(SCC(=O)c3ccco3)n2-c2ccccc2)cc1,-7%,3%,0.3%,10%,24%,
COc1ccc(OC)c(C(=O)NC(CC(N)=O)c2ccc(N3CCC(N4CCCCC4)CC3)c([N+](=O)[O-])c2)c1 (centres undefined),1%,8%,i,10%,12%,
Cn1nccc1C(=O)N1CCC(Cc2ccccc2)CC1,-8%,-6%,i,-3%,4%,
COc1ccc(CNC(=O)C2CCN(c3nnc(N4CCCC4=O)s3)CC2)cc1,1%,4%,0.5%,4%,3%,
CN(Cc1cnccn1)Cc1nc(Cc2ccccc2F)no1,-6%,-8%,1.6%,5%,6%,
Cc1cc(S(=O)(=O)NCCCN2CCOCC2)c(Cl)cc1Cl,11%,7%,1.6%,7%,-11%,
Clc1ccc(CN2CCN(c3ncnc4scc(-c5cccs5)c34)CC2)cc1,68%,-14%,i,9%,44%,
COc1ccc(N(CC(=O)NCCSc2ccccn2)S(=O)(=O)c2ccccc2)cc1OC,-8%,-3%,0.5%,11%,24%,
Cc1ccc(N(CC(=O)NC2CCCC2)C(=O)CCC(=O)Nc2ccccn2)cc1,4%,9%,6.8%,7%,-3%,
CC(c1ccccc1)N1CC(C(=O)O)CC1=O (centres undefined),-5%,-3%,1.9%,-8%,1%,
Cc1cc(Cl)ccc1NC(=O)CN(C)C1=NS(=O)(=O)c2ccccc21,-2%,nt,0.5%,-3%,16%,
COC(=O)C1=C(C)N(Cc2ccccc2)C(=S)N[C@H]1c1ccccc1,-11%,7%,6.5%,-12%,5%,
COc1cccc(OCCNC(=O)c2cc(OC)c(OC)c(OC)c2)c1,13%,0%,0.1%,-13%,3%,
O=[N+]([O-])c1ccccc1S(=O)(=O)N/C(=N/S(=O)(=O)c1ccccc1)c1ccccc1,-6%,nt,i,-3%,-5%,
C/C(=N\NC(=O)c1nnn(-c2nonc2N)c1CSc1ccc(Cl)cc1)c1cccnc1,11%,-12%,4.2%,-3%,2%,
# Remaining list, next part
SMILES,H37Rv inhibition,PhoP GFP inhibition,inhibitors of VEEV,H1N1 NS1A inhibition,M. tuberculosis,others
Cc1ccc2c(c1)N(C(=O)CCC(=O)NCc1cccc(F)c1)CCO2,-1%,-17%,1.3%,4%,-16%,inhibitors of VEEV 10K pilot screen=0.7
Cc1ccc(S(=O)(=O)N2CCCC(C(=O)NCCc3ccccc3)C2)cc1 (centres undefined),3%,-4%,0.3%,1%,9%,
COc1ccccc1N1CCN(C(=O)CSc2nc3ncnc(N)c3[nH]2)CC1,-1%,9%,0.7%,-19%,4%,
CN(c1cccc(NC(=O)CN(c2cccc(F)c2)S(C)(=O)=O)c1)S(C)(=O)=O,3%,-5%,4.0%,5%,5%,
S=C(NCCc1ccccc1)Nc1ccccn1,11%,-5%,1.1%,-4%,53%,
CCCOP(=O)(c1ccc(N(C)C)cc1)C(O)c1ccc(Cl)cc1 (centres undefined),6%,-2%,0.5%,5%,-2%,
CCCCN1C(=O)CC(C(=O)OCC)=C1C,nt,nt,1.1%,-17%,nt,
COC(=O)c1ccc(C23CC4(C2)[C@H](CN(Cc2cccnc2)[C@@H]4c2ccccc2)C3c2ccc(C(F)(F)F)cc2)cc1 (some centres undefined),10%,0%,nt,nt,9%,
Cc1cc(C(=O)O)ccc1-n1c(C)cc(/C=C(/C#N)C(=O)Nc2ccccc2)c1C,52%,-1%,4.5%,nt,44%,
CCOC(=O)c1sc2nc3n(c(=O)c2c1C)CCC3,-5%,-3%,1.2%,-9%,2%,
COC(=O)COc1cc(Br)c(/C=C2/SC(=O)N(CC(=O)N3CCCC3)C2=O)cc1OC,-12%,4%,6.7%,10%,-5%,
COc1ccccc1C(=O)NCc1n[nH]c(=S)n1Cc1ccccc1,10%,1%,0.5%,-8%,8%,
O=C(O)c1cccc2c1C(=O)N(Cc1ccncc1)C2,9%,-18%,4.5%,18%,17%,
COc1ccccc1OCC(=O)Nc1nc(-c2ccc(S(=O)(=O)N3CCOCC3)cc2)cs1,10%,-10%,7.8%,1%,25%,
Nn1c(SCC(=O)N2CCOCC2)nnc1C1CC1,2%,-2%,0.1%,-5%,-14%,
CC1CN(S(=O)(=O)c2ccc(C(=O)O)cc2)CC(C)O1 (centres undefined),-3%,-15%,12%,22%,-12%,
C=CCOc1ccccc1/C=N/O,0%,-4%,i,-2%,-4%,
CC(Oc1cccc(Cl)c1)C(=O)Nc1nc(-c2ccccn2)cs1 (centres undefined),?,-5%,>25µM*,1%,?,
Cc1ccc(S(=O)(=O)N2CCC(C)CC2)cc1C(=O)NCc1ccccn1,-1%,2%,i,5%,-7%,
CCOC(=O)c1nc2sc3c(c2c(=O)[nH]1)CCCC3,2%,-10%,0.4%,-5%,?,
Cc1cc(C)c(S(=O)(=O)N2CCN(C(=O)c3cccs3)CC2)c(C)c1,-1%,14%,4.2%,4%,-12%,
COCCN1CN(S(=O)(=O)c2ccc(Cl)cc2)c2nc3ccccc3nc21,4%,-19%,7.1%,-11%,14%,
COc1ccc(C)cc1S(=O)(=O)N(CC(N)=O)Cc1ccccc1,-4%,3%,i,-18%,-7%,
CCn1cc(C(=O)N2CCN(c3ccc(OC)cc3)CC2)c(=O)c2cc(S(=O)(=O)N3CCCCC3)ccc21,-7%,12%,1.1%,1%,-1%,
O=C(CC1Sc2ccccc2NC1=O)OCc1cc(=O)oc2cc(O)ccc12 (centres undefined),-4%,-6%,9.8%,22%,8%,
# Additional records
SMILES,H37Rv inhibition,PhoP GFP inhibition,inhibitors of VEEV,H1N1 NS1A inhibition,M. tuberculosis,others
CCN1C(=O)[C@H]2[C@H]3CN=C(SCc4ccc(Cl)cc4)N3[C@@](C)(C(=O)OC)[C@H]2C1=O,nt,nt,i,-29%,nt,
Cc1cccc(C)c1OCCN1C(=O)NC(C)(c2ccccc2)C1=O (centres undefined),4%,6%,2.1%,-8%,19%,
Cc1cc2c(c(C)c1CCO[C@@H]1O[C@H](CO)[C@@H](O)[C@H](O)[C@H]1O)C(=O)[C@@H](C)[C@@H]2O,0%,nt,3.1%,-5%,nt,
O=C(NC(=S)NCc1cccnc1)c1ccccc1[N+](=O)[O-],-13%,-8%,0.5%,-2%,-5%,
CC1=NNC(=O)C1CC(=O)N/N=C/C(C)=C/c1ccccc1 (centres undefined),5%,4%,1.0%,0%,8%,
COC(=O)c1ccc(CNC(=O)CSc2nnc(COc3ccccc3)n2C)o1,-1%,-7%,1.3%,-3%,-4%,
Cc1c(CC(=O)O)c(=O)oc2cc(OCc3ccc(F)cc3F)ccc12,-2%,1%,i,-1%,-4%,
CCN(CC)S(=O)(=O)c1ccc(-c2nnc(SCC(=O)N3CCc4ccccc43)o2)cc1,1%,-6%,i,0%,3%,
Cc1cnccc1CN(C)C(=O)C1CCC(=O)N(Cc2ccccc2F)C1 (centres undefined),-1%,6%,0.4%,-6%,-5%,
O=C(Nc1ccccc1)/C(=C/c1ccc(O)cc1)NC(=O)c1ccco1,-14%,5%,0.9%,-8%,-9%,
O=C(NCCCNC(=O)c1ccco1)c1ccc(Cl)cc1,1%,3%,1.1%,3%,-8%,
CCCCNC(=O)CN1CCN(Cc2ccc3cc(OC)ccc3c2)CC1,0%,-7%,i,0%,43%,
CCOc1cc2nc(-c3ccc(OC)c(OC)c3)nc(NCCCN3CCOCC3)c2cc1OC,23%,-6%,11%,10%,64%,
CN1C(=O)C(C)(C)c2cc(S(=O)(=O)NCCc3ccc(Cl)cc3)ccc21,-4%,-13%,1.2%,-5%,23%,
Cc1ccc(C(=O)N[C@H](C(=O)Nc2ccc(N3CCOCC3)cc2)C(C)C)cc1,nt,nt,0.4%,-18%,nt,
CC(=O)Oc1ccc2ccccc2c1C(NC(=O)Cc1ccccc1)c1ccccc1 (centres undefined),7%,-9%,1.4%,6%,23%,
CCOC(=O)C1=C(O)/C(=C\c2ccc(OC)c(OC)c2)N=C1C,2%,7%,i,-6%,-7%,
Cc1nnc2ccc(-c3ccc(NC(=O)Cc4cccs4)cc3)nn12,-3%,-5%,7.4%,0%,3%,
COc1ccccc1NC(=O)c1cc2n(n1)C(C(F)(F)F)CC(c1ccc3c(c1)OCO3)N2 (centres undefined),7%,-10%&-3%,1.7%,0%,-8%,

# An excerpt from further up:
SMILES,H37Rv inhibition,PhoP GFP inhibition,inhibitors of VEEV,H1N1 NS1A inhibition,M. tuberculosis,others
COc1cc(O)c2c(=O)c3c(O)ccc(O)c3oc2c1,1%,nt,6.4%,2%,-1%,
N#Cc1ccc(N)cc1OCCCN1CCCCC1,nt,nt,i,0%,nt,
C/C(=N\OCC(=O)Nc1ccc(Br)cc1)c1cccs1,9%,-12%,8.6%,-11%,29%,
COc1cc(CN2CCN(S(=O)(=O)c3ccccc3)CC2)cc(OC)c1OC,9%,-2%,0.6%,-5%,10%,
CCC(=O)N1CCc2cc(Br)cc(S(=O)(=O)NCc3ccco3)c21,0%,-7%,7.2%,12%,4%,
CC(Oc1cccc(Br)c1)C(=O)Nc1cccc(S(=O)(=O)N2CCOCC2)c1 (centres undefined),8%,nt,i,2%,11%,
O=C(Nc1c2c(nn1-c1ccc(Cl)cc1)CS(=O)(=O)C2)c1ccccc1,5%,-3%,2.7%,-12%,-10%,
CCn1c(SCc2nc3ccccc3c(=O)[nH]2)nc2ccccc21,6%,5%,11%,2%,30%,
COc1ccc(Nc2nnc(SCc3cc(=O)n4ccsc4n3)s2)cc1,2%,-8%,0.2%,5%,25%,
CC(C)Cn1c(N)c(C(=O)CSc2ncnc3sc4c(c23)CCCC4)c(=O)n(C)c1=O,-4%,-4%,1.2%,-9%,1%,
COc1ccc(-c2nnc(SCC(=O)c3ccco3)n2-c2ccccc2)cc1,-7%,3%,0.3%,10%,24%,
COc1ccc(OC)c(C(=O)NC(CC(N)=O)c2ccc(N3CCC(N4CCCCC4)CC3)c([N+](=O)[O-])c2)c1 (centres undefined),1%,8%,i,10%,12%,
Cn1nccc1C(=O)N1CCC(Cc2ccccc2)CC1,-8%,-6%,i,-3%,4%,
COc1ccc(CNC(=O)C2CCN(c3nnc(N4CCCC4=O)s3)CC2)cc1,1%,4%,0.5%,4%,3%,
CN(Cc1cnccn1)Cc1nc(Cc2ccccc2F)no1,-6%,-8%,1.6%,5%,6%,
Cc1cc(S(=O)(=O)NCCCN2CCOCC2)c(Cl)cc1Cl,11%,7%,1.6%,7%,-11%,
Clc1ccc(CN2CCN(c3ncnc4scc(-c5cccs5)c34)CC2)cc1,68%,-14%,i,9%,44%,

# An excerpt of the results above:
SMILES,H37Rv inhibition,PhoP GFP inhibition,inhibitors of VEEV,H1N1 NS1A inhibition,M. tuberculosis,others
Cc1nnc2ccc(-c3ccc(NC(=O)Cc4cccs4)cc3)nn12,-3%,-5%,7.4%,0%,3%,
COc1ccccc1NC(=O)c1cc2n(n1)C(C(F)(F)F)CC(c1ccc3c(c1)OCO3)N2 (centres undefined),7%,-10%&-3%,1.7%,0%,-8%,
